HT1080-NT tox – kills 2HG-producing HT-1080-NT fibrosarcoma cells | HT-1080-NT fibrosarcoma viability, CellTiter-Glo ATP luminescence, 48 h | Potency, µM (top dose mostly 46.1 µM), for the others: at the top dose activity, negative = less viability, most hits filed as cytotoxic | 360,000 tested, 1.6% active | AID 686970;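 further: NT is the 2HG producing partner of a matched IDH1 knockdown line; potency means the concentration at half of the fitted maximal effect; 0% = DMSO-treated cells and -100% = media-only wells without cells; nearly all actives have a fitted effect of over 55% in size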
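Viability by CellTiter-Glo luminescence after 48 h compound exposure at 37C of HT-1080-NT cells (750/well, RPMI, 5% FBS). % activity scaled between DMSO wells and medium-only wells, then curve-fitted and categorized by curve class.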
KB-3-1 cytotox – KB-3-1 parental cell cytotoxicity | Potency, µM (titrated, usually from 46.1 µM), for the others: top-dose activity change, negative = cytotoxic, most hits filed as cytotoxic | KB-3-1 viability, CellTiter-Glo ATP luminescence, 72 h | 400,000 tested, 1.4% active; further: potency means the concentration at half of the fitted maximal effect; on the % scale 0 is the no-effect control and ±100 the full control effect; nearly all actives have a fitted effect of over 60% in size
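KB-3-1 parental drug-naive adenocarcinoma cells in DMEM/10% FBS, incubated 72 h at 37 C with pin-transferred compounds across a concentration series. Viability by CellTiter-Glo luminescence; concentration-response curves fitted after normalization.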
D3 ag – agonists of human D3 dopamine receptor | P35462 | D3R DiscoveRx beta-arrestin cells, luminescence, 90 min | max activation, % | 410,000 tested, 0.58% active | AID 652048; in the data active means max activation above about 30%; further: 0% is about no effect; mostly tested at two doses, the higher about 12 µM
Target sequence (P35462 whole entry, looked up): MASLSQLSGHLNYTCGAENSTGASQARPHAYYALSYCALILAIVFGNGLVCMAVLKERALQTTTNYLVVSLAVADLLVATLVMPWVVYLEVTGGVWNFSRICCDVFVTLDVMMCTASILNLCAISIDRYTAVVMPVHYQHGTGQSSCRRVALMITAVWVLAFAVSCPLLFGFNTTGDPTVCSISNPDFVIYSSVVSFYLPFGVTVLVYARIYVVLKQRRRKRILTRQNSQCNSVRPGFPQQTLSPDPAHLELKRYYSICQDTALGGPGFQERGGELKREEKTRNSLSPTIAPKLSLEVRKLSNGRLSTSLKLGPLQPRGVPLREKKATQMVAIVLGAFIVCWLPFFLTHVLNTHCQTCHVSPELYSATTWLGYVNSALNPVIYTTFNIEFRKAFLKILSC
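Agonist mode: compounds and dopamine controls were applied to plated cells for 90 min at 37 degrees C after an overnight attachment at 1500 cells/well. Luminescent read-out followed 30 - 60 minutes at room temperature with DiscoveRx detection reagent.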
HT1080 IDH1KD tx – HT-1080 IDH1 knockdown cell toxicity (counter line); HT-1080 IDH1 knockdown viability, ATP luminescence, 48 h; Potency, µM (doses to about 46.1 µM), for the others: at the top dose activity, negative = toxicity, most hits filed as cytotoxic; 360,000 tested, 2% active;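 further: potency means the concentration at half of the fitted maximal effect; 0% = DMSO wells and -100% = cell-free medium wells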
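Cytotoxicity counter-line: IDH1KD HT-1080, 48 h, CellTiter-Glo. Curves classed by r2, magnitude and activity.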
KB-V1 cytotox – KB-V1 MDR subline cytotoxicity. KB-V1 MDR cells viability, CellTiter-Glo, 72 h. Potency, µM (highest dose often 46.1 µM), without a hit: at the top dose activity change, negative = cytotoxicity, hits mostly cytotoxic. 400,000 tested, 3.4% active; further: potency means the concentration at half of the fitted maximal effect; on the % scale 0 is the no-effect control and ±100 the full control effect; nearly all actives have a fitted effect of over 60% in size
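Cytotoxicity toward P-gp-expressing KB-V1 cells was determined as loss of CellTiter-Glo luminescence after 72 h at 37 degrees C. Compounds were tested in quantitative HTS format across a concentration range, with curves fitted to normalized data.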
D3 antag – D3 dopamine receptor (human) antagonism. P35462. AID 652054. 360,000 tested, 2.5% active. D3R cells, DiscoveRx beta-arrestin luminescence, antagonist mode; stronger effect = lower value. max response, negative = inhibition, %; in the data active means max response below about -50%; inconclusive means no clear call, values can overlap the other calls; further: on the % scale 0 is the no-effect control and ±100 the full control effect; mostly tested at two doses, the higher about 12 µM
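Cells expressing the human receptor were seeded at 1500 cells/well, incubated overnight at 37 degrees C in 5% CO2, then exposed to library compounds with dopamine controls for 90 minutes at 37 degrees C before luminescent detection.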
IL-1B inflam inh – inhibitors of inflammasome signaling (IL-1 beta secretion); THP-1 LPS/ATP IL-1B secretion, AlphaLISA, 16 h; stronger effect = lower value; activity change, % at 57.5 µM; 360,000 tested, 4.7% active; in the data active means activity change below about -50%; inconclusive means mostly about -30% to -49%; further: on the % scale 0 is the no-effect control and ±100 the full control effect
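Secreted IL-1B measured by AlphaLISA bead assay after 16 h compound exposure of THP-1 cells; compounds (final up to 57.5 uM) added 1 h before LPS (250 ng/mL) and ATP (1.25 mM) stimulation; lower signal means less secretion.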
SW480 rerep – induces DNA re-replication in SW480 colon adenocarcinoma cells; SW480 DNA re-replication, Hoechst DNA content imaging, 48 h; Potency, µM (series often up to 46.1 µM), for inactives: top-dose re-replication activation, hits mostly activators; 340,000 tested, 1.8% active; AID 624297; further: potency means the concentration at half of the fitted maximal effect; % of control where 0% means no effect; nearly all actives have a fitted effect of over 55% in size
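DNA re-replication was detected as more nuclei of elevated Hoechst intensity after 48 hr exposure to compound (23 nL pinned per well of 250 cells).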
GLP-1R agonist – activates the human GLP-1 receptor. HEK293 GLP-1R CRE-luciferase, luminescence, 4-6 h; cells express a hypersensitive GLP-1R form. Potency, µM (titrated, usually from 45.6 µM), for inactives: top-dose activation, hits mostly activators. 380,000 tested, 0.007% active. AID 624172; further: potency means the concentration at half of the fitted maximal effect; % of control where 0% means no effect
Target sequence (P43220 whole entry, looked up): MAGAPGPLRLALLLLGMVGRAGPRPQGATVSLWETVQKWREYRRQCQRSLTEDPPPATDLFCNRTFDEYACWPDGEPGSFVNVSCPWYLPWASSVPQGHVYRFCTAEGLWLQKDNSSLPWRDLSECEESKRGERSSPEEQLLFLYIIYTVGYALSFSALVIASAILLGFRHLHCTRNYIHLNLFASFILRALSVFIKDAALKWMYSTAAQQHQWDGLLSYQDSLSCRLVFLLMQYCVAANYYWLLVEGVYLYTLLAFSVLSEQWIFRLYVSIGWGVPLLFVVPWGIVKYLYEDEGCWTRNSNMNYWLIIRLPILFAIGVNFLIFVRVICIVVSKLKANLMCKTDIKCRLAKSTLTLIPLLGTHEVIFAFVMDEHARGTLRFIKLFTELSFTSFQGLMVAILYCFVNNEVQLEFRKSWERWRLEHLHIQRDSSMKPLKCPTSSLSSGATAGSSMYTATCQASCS
Starred values were filed as active, the others as inactive; ? = inconclusive; nt = no result given; [ ] = another dose, or the depositor's remark. Unless noted, the call rests on the fitted dose curve; in most records, active means well fitted curve in the direction sought with a large enough effect; inconclusive means small, poorly fitted or top-dose-only effect, or another doubt; inactive means no such curve, though single readings can be large; an effect the other way counts as inactive or inconclusive.

#	mol	HT1080-NT tox	KB-3-1 cytotox	D3 ag	HT1080 IDH1KD tx	KB-V1 cytotox
1	CCOc1cc(CNCc2ccncc2)cc(Br)c1OCc1ccccc1F	?	?	15.1	?	?
2	COc1ccccc1N1CCN(C(=O)CSc2nc(-c3ccccc3)cc(=O)[nH]2)CC1	-11.1%	13.6%	0.2	2.4%	3.8%
3	O=C(Cc1ccccc1)N/N=C/c1cc(Br)cs1	-0.4%	-5.8%	-8.9	-2.6%	24.1%
4	CCn1c(SCCN2CCCCC2)nc2c1c(=O)n(C)c(=O)n2C	-27.0%	0.1%	-14.6	-9.7%	-11.7%
5	CC(=O)c1cccc(S(=O)(=O)NC(C)C2CC3CCC2C3)c1 (centres undefined)	-0.5%	2.7%	-3.2	-3.3%	13.8%
6	C=CCNC(=O)COC(=O)c1ccc(C)c(NC(=O)c2ccco2)c1	7.0%	0.7%	2.8	1.5%	-3.3%
7	O=C(CNC(=O)c1ccc(Br)o1)NCC1CCCCC1	-0.7%	1.2%	-7.3	10.3%	0.0%
8	Cc1noc(C)c1COC(=O)c1cccc(N(C)C)c1	10.7%	4.1%	6.1	10.6%	-21.8%
9	C[C@@H]1COC(=O)[C@@H](Cc2ccc(F)cc2)C/C=C\C[C@@H](CC(=O)N(CCO)Cc2ccccc2)C(=O)N1	3.4%	12.0%	16.8	4.2%	32.5%
10	COc1ccccc1N1CCN(c2ccc3ccccc3n2)CC1	-15.1%	-0.8%	11.8	-12.9%	?

#	D3 antag	IL-1B inflam inh	SW480 rerep	GLP-1R agonist
1	19.6	-12.9	-1.8%[9.22 µM]	7.4%
2	10.4	32.6	-4.0%	4.3%
3	-3.9	-8.8	7.2%	1.7%
4	0.0	-1.2	7.9%[1.84 µM]	4.4%
5	?	38.4	?	8.0%
6	7.8	21.0	-1.0%	0.2%
7	-15.7	12.3	-7.9%	6.0%
8	0.0	20.9	-0.1%	9.3%
9	4.5	1.4	-7.8%	7.8%
10	1.4	-23.7	-21.6%	11.8%

Two records drawn at random from those above:
#	mol	HT1080-NT tox	KB-3-1 cytotox	D3 ag	HT1080 IDH1KD tx	KB-V1 cytotox
6	C=CCNC(=O)COC(=O)c1ccc(C)c(NC(=O)c2ccco2)c1	7.0%	0.7%	2.8	1.5%	-3.3%
3	O=C(Cc1ccccc1)N/N=C/c1cc(Br)cs1	-0.4%	-5.8%	-8.9	-2.6%	24.1%

#	D3 antag	IL-1B inflam inh	SW480 rerep	GLP-1R agonist
6	7.8	21.0	-1.0%	0.2%
3	-3.9	-8.8	7.2%	1.7%

Next section
#	mol	HT1080-NT tox	KB-3-1 cytotox	D3 ag	HT1080 IDH1KD tx	KB-V1 cytotox
11	CCOC(=O)N1CCN(C(=O)CSCc2ccc(Br)cc2)CC1	-0.4%	?	-5.3	-4.4%	?
12	O=C(O)Cc1sc(Nc2ccccc2Cl)nc1-c1ccccc1	nt	0.6%	7.2	nt	?
13	CN1CCc2c(n(CC(O)CN3C(=O)c4ccccc4S3(=O)=O)c3ccccc23)C1=O (centres undefined)	4.3%	17.7%	3.8	4.5%[9.24 µM]	-12.0%
14	Cc1ccc(S(=O)(=O)NC(CC(C)C)C(=O)N2CCOCCOCCOCC2)cc1 (centres undefined)	9.5%	-1.6%	-17.2	13.3%	-20.4%
15	CS(=O)(=O)N1CCC(C(=O)O)CC1	2.1%	0.7%	2.7	7.3%	7.4%
16	CC(NC(=O)c1ccccc1)C(=O)Nc1ccccc1 (centres undefined)	7.3%	2.2%	3.8	1.3%	?
17	COc1ccc(S(=O)(=O)n2nc(OC(C)=O)cc2N(C(C)=O)C(C)=O)cc1	5.7%	?	-1.6	2.8%	?
18	NS(=O)(=O)c1ccc(Sc2ccccn2)c([N+](=O)[O-])c1	8.7%	-12.9%	-4.4	5.7%	-4.3%
19	Cc1ccc(NC(=O)NCCCN2CCCC2=O)cc1C	3.0%	12.9%	-0.2	5.7%	0.0%
20	Cc1ccccc1S(=O)(=O)N1C[C@H]2CON(C)[C@H]2C[C@H]1c1cccc(-c2ccccc2)c1	3.6%	-5.7%	2.7	-3.1%	-3.2%

#	D3 antag	IL-1B inflam inh	SW480 rerep	GLP-1R agonist
11	10.8	-60.3*	-0.8%	4.6%
12	nt	nt	nt	-0.4%
13	0.0	-18.9	-5.2%	20.8%
14	-3.2	7.0	5.5%	3.3%
15	14.0	-1.7	-6.7%	-5.7%
16	-1.9	16.5	-2.9%	0.2%
17	0.7	39.4	0.9%	-4.1%
18	-6.1	nt	-25.6%	3.3%
19	-9.2	6.9	-4.8%	-0.8%
20	23.5	-10.0	-21.0%[9.22 µM]	8.9%

Results in sequence from the list.
Entries 5 to 8 in KB-3-1 cytotox: 2.7%, 0.7%, 1.2%, 4.1%
Entries 5 to 8 in D3 ag: -3.2, 2.8, -7.3, 6.1

Further structures follow:
#	mol	HT1080-NT tox	KB-3-1 cytotox	D3 ag	HT1080 IDH1KD tx	KB-V1 cytotox
21	COc1cccc(C(=O)NCCS(=O)(=O)N2CCC(C)CC2)c1	16.8%	-3.3%	2.7	8.0%	23.1µM*
22	CC(=O)NCc1ccc(C(=O)CN2C(=O)NC3(CCCCC3C)C2=O)s1 (centres undefined)	2.5%	1.8%	1.5	-2.1%	1.5%
23	O=C(CSCc1ccc(Br)cc1)NC1CC1	21.6%	7.3%	-6.2	13.7%	?
24	Nc1cc(-c2ccc(OC(F)(F)F)cc2)nn1-c1ccc(Cl)c(Cl)c1	?	-0.8%	-5.2	?	0.0%
25	COc1cccc(CCNC(=O)CCc2nnc(-c3cc(C)oc3C)o2)c1	17.4%	2.8%	0.7	5.4%	-13.4%
26	CC1(c2ccc(Cl)cc2)NC(=O)N(CC(=O)N2CCCC2)C1=O (centres undefined)	2.8%	9.6%	25.2	9.0%	7.3%
27	CCOc1ccc(-c2c[n+]3c(n2-c2ccccc2)CCCCC3)cc1	?	5.8µM*	-2.3	18.4µM*	?
28	O=C(NCc1ccc(F)cc1)c1cccc2c1C(=O)c1ccc(N3CCOCC3)cc1S2(=O)=O	-0.7%	-8.7%	26.9	3.8%	0.0%
29	COc1ccc(N2CCN(S(=O)(=O)CCNC(=O)COc3ccccc3)CC2)cc1	1.8%	11.8%	2.7	0.5%	?
30	CN(CC(=O)NC(=O)NCc1ccccc1)CC(=O)Nc1ccc(Cl)c(C(F)(F)F)c1	18.4µM*	?	8.8	?	?

#	D3 antag	IL-1B inflam inh	SW480 rerep	GLP-1R agonist
21	12.5	-4.3	-4.2%	16.2%
22	-5.2	4.9	-1.6%	0.1%
23	-18.0	-8.4	2.4%[1.84 µM]	3.8%
24	-9.0	-64.8*	-4.2%	0.7%
25	-13.6	6.0	-2.2%	1.2%
26	-9.4	11.6	-7.9%	-4.3%
27	13.1	?	-8.2%	-5.4%
28	75.3	-13.8	-2.2%	-5.0%
29	-19.4	-8.8	4.4%	2.3%
30	12.1	-89.4*	-46.3%[inhibitor]	7.9%

(listing goes on)
#	mol	HT1080-NT tox	KB-3-1 cytotox	D3 ag	HT1080 IDH1KD tx	KB-V1 cytotox
31	CCCC(=O)OC/C(O)=C(\C#N)c1nc2ccccc2[nH]1	-7.1%	-0.5%	2.4	-0.1%	1.7%
32	Cc1ccc(N2C(=O)C(Cl)=C(N3CCOCC3)C2=O)c(C)c1	-1.0%	?	-2.6	1.2%	-6.3%
33	COc1ccc(NC(=S)Nc2cc(C)cc(C)n2)cc1OC	10.7%	23.9%	-5.2	20.9%	?
34	O=C(NC(c1ccc(-c2ccccc2)cc1)c1cnccn1)C1CCN(Cc2ccc(Oc3ccccc3)cc2)CC1 (centres undefined)	13µM*	?	-20.2	?	-1.8%
35	COC(=O)c1nc2nc(C)cc(=O)n2[nH]1	15.2%	9.2%	3.4	7.3%	5.5%
36	Cc1cc(/C=N\NC(=O)CC(=O)NC2CCCCC2)c(C)n1-c1ccc(Cl)cc1	-4.4%	13.9%	-31.2	?	20.6µM*
37	CC1(C)C2CCC1(CS(=O)(=O)NCc1ccc(C(F)(F)F)cc1)C(=O)C2 (centres undefined)	-18.5%	-13.9%	-3.0	-19.0%	5.6%
38	O=C(Nc1ccc(C(=O)N2CCOCC2)cc1)C1CCC1	17.4%	12.7%	21.7	8.3%	22.0%
39	O=C(NCCc1ccccc1)c1ccc2c(c1)N(Cc1ccccc1)C(=O)CS2=O (centres undefined)	0.6%	2.1%	-1.4	4.8%	2.0%
40	CCOC(=O)N1CCN(C(=O)c2cc3c(s2)-c2ccc(Cl)cc2S(=O)(=O)C3)CC1	4.8%	3.2%	-4.1	5.5%	-7.3%

#	D3 antag	IL-1B inflam inh	SW480 rerep	GLP-1R agonist
31	-9.5	-105.2*	4.3%	8.4%
32	-18.0	-13.7	-3.3%	-0.4%
33	50.5	-11.0	1.3%	-2.7%
34	-54.1*	-52.2*	nt	1.5%
35	0.0	46.1	-15.6%	2.3%
36	?	-8.9	10.0%	6.1%
37	25.4	-23.3	?	15.3%
38	19.2	18.0	?	-3.3%
39	-0.5	-7.3	2.8%	7.9%
40	18.8	0.0	-17.6%	-6.3%

(more compounds)
#	mol	HT1080-NT tox	KB-3-1 cytotox	D3 ag	HT1080 IDH1KD tx	KB-V1 cytotox
41	CN(C)c1ncnc2sc(-c3ccccc3)cc12	-8.0%	?	-9.4	-26.5%	?
42	CC1(C)CN2C(=S)N(c3ccccc3)C(c3ccccc3)N2C1 (centres undefined)	0.1%	-2.2%	-3.4	-0.7%	?
43	CC1(C)CNc2cc([N+](=O)[O-])ccc2S1	1.1%	-3.7%	-6.6	-7.2%	-23.4%
44	COc1ccc(Br)cc1C(=O)CCC(=O)OCC(=O)Nc1cc(C(N)=O)cc(C(N)=O)c1	-7.5%	-4.7%	2.0	-1.6%	0.0%

#	D3 antag	IL-1B inflam inh	SW480 rerep	GLP-1R agonist
41	0.6	-55.4*	15.7%	?
42	-16.1	18.5	1.7%	1.9%
43	-12.6	-18.0	-0.7%	12.9%
44	2.6	42.7	?	3.7%

Screening data: PubChem, National Center for Advancing Translational Sciences (NCATS)
